Screening results from PubChem BioAssay.
OXTR potentiate = potentiators of human oxytocin receptor. CHO-OTR cells, Fluo-8 calcium fluorescence, potentiator mode; 0% = oxytocin EC15, 100% = EC100. activation, % at 3 µM. P30559. actives 0.061% (n = 320,000);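 active means activation above that plate's cutoff, the mean activation of tested compounds plus 3 SD, cut at about 6.6% in these data, passing the limit was not always enough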;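 further: 100% uses oxytocin at 75 nM as the full agonist control; some results filed as inactive read as strong as hits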
Target sequence (P30559 whole entry, looked up): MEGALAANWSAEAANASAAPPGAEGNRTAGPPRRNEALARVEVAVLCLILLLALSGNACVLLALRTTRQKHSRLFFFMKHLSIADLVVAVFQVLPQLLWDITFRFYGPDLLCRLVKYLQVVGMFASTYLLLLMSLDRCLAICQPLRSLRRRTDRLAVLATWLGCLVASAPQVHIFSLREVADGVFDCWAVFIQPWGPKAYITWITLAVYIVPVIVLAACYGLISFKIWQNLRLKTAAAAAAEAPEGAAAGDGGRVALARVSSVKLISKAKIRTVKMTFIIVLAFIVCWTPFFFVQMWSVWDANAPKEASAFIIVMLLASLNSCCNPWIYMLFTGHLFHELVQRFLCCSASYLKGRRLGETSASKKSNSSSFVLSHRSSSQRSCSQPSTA
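Assay system: CHO-OTR cells, human receptor / Also added: oxytocin at about EC15, sub-maximal agonist stimulus / Dosing: single dose, 3.0 µM nominal final compound concentration / Incubation: 6 min pre-incubation, 100 s read / Technique: Fluo-8 calcium dye fluorescence / Read-out: % activation vs EC15 and EC100 oxytocin / Benchmarks: EC15 oxytocin low, 75 nM oxytocin high / Replicates: singlicate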
M4 ag = agonists of human muscarinic M4 receptor (CHRM4); P08173; AID 624127; actives 0.14% (n = 360,000); CHO-K1 hM4/Gqi5, Fluo-8 calcium fluorescence; vehicle 0%, full acetylcholine response 100%; activation, % at 3 µM;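 active means activation above the run mean over all test wells plus 3 SD, cut at about 32% in these data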;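 further: peak over basal fluorescence ratio per well then scaled between controls; 0% = DMSO wells and 100% = acetylcholine at EC100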
Target sequence (P08173 whole entry, looked up): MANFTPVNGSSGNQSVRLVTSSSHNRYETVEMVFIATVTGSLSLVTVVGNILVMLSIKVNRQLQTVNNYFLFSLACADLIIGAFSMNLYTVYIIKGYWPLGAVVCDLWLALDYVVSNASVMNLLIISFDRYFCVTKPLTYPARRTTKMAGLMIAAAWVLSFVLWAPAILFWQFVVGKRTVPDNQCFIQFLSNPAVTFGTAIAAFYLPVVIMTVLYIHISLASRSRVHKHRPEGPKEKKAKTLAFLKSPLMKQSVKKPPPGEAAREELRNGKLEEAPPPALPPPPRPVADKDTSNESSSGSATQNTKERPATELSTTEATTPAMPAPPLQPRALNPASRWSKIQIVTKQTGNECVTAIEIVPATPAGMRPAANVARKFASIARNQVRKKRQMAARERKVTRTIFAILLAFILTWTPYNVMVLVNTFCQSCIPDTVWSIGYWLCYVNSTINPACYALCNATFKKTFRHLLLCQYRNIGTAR
M1 antag = antagonists of human M1 muscarinic receptor. actives 1.3% (n = 360,000). CHO-K1 hM1, Fluo-8 calcium fluorescence, ACh EC80 antagonist. P11229. AID 588852. inhibition, % at 3 µM;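 active means percent inhibition above its own plate's cutoff, namely the mean of that plate's compound wells plus 3 SD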;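 further: peak over basal fluorescence ratio during 140 s after agonist addition; 0% = ACh EC80 plus DMSO and 100% = DMSO alone without agonist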
CHO-K1 Ca antag = M1 antagonist counterscreen hit in parental CHO-K1 cells. ATP-induced calcium, Fluo-8 fluorescence. inhibition, % at 3 µM. actives 0.6% (n = 360,000). AID 602250;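 active means inhibition above a per-plate cutoff, the plate's mean sample inhibition plus 3 SD, cut at about 24% in these data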;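 further: 0% = DMSO plus EC80 ATP and 100% = DMSO alone without ATP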
CHO parental Ca = counter-screen for OX1R antagonists: effect in parental CHO cells; inhibition, % at 5.6 µM; parental CHO-K1, ATP-induced calcium, Fluo-8 fluorescence; AID 463079; actives 0.63% (n = 330,000);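 active means inhibition above that plate's mean sample inhibition plus 3 SD, cut at about 26% in these data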;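 further: 0% = ATP-challenged DMSO wells and 100% = DMSO wells without ATP; some compounds past the cut are filed as inactive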
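Test system: untransfected parental CHO cell line; also added: ATP stimulus; dosing: 5.6 µM, single dose; signal: calcium-sensitive Fluo-8 fluorescence; measure: percent inhibition of ATP-evoked calcium rise, normalized to controls; benchmarks: low control ATP plus DMSO, high control DMSO only; replication: one well per compound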
CHRM1 PAM = potentiates human M1 receptor response to acetylcholine; activation, % at 3 µM; CHO-K1 hM1, Fluo-8 calcium fluorescence, ACh EC20; 0% = ACh EC20, 100% = maximal ACh; actives 0.088% (n = 360,000); AID 588819; P11229; in the data active means activation above about 19%, passing the limit was not always enough
M4 antag = antagonists of human muscarinic M4 receptor (CHRM4); actives 0.73% (n = 360,000); CHO-hM4 cells, ACh EC80, Fluo-8 calcium fluorescence; inhibition, % at 3 µM;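 active means inhibition above its plate's cutoff, the mean inhibition of sample wells plus 3 SD, cut at about 27% in these data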;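 further: 0% = acetylcholine EC80 with DMSO and 100% = DMSO without agonist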
CHRM1 agonist = human M1 muscarinic receptor agonism; activation, % at 3 µM; CHO-K1 hM1, Fluo-8 calcium fluorescence, agonist mode; 0% DMSO, 100% acetylcholine EC100; P11229; actives 0.33% (n = 360,000); AID 588814;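 active means activation above the run's mean compound activation plus 3 SD, cut at about 16% in these data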;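 further: peak over basal fluorescence ratio within a 140 s kinetic read after compound addition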
CHO-K1 Ca ag = counter-screen for M1 agonists: effect in parental CHO-K1 cells. actives 0.48% (n = 360,000). Fluo-8 calcium fluorescence; scaled to maximal ATP response, vehicle zero. activation, % at 3 µM. AID 602248; in the data active means activation above about 15%;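 further: untransfected CHO-K1 host cells lacking M1 receptor as counterscreen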
Numbers without * were called inactive; nt = not tested or not shown.

SMILES	OXTR potentiate	M4 ag	M1 antag	CHO-K1 Ca antag	CHO parental Ca	CHRM1 PAM	M4 antag	CHRM1 agonist	CHO-K1 Ca ag
COc1cccc(/C=N/NC(=O)c2ccc(N3CCCC3=O)cc2)c1	-22.9	1.4	-5.1	-2.2	-4.1	11.3	-0.1	-3.1	1.2
COc1ccc2c(c1)c(/C=C/c1cc[n+](C)cc1)cn2C	-11.7	1.0	-5.6	-8.1	-4.0	3.1	-0.9	-4.1	1.0
O=S(=O)(c1ccc(Oc2ccc(Cl)cc2)nc1)N1CCOCC1	-10.7	2.3	-14.5	-0.8	2.0	15.1	-7.2	1.7	0.6
NC(=O)CSc1nnc(-c2ccc(O)cc2)n1Cc1ccco1	0.3	0.5	-8.4	15.5	1.9	8.1	-1.2	-1.8	1.9
C=CCNC(=O)/C(C#N)=C/c1ccc2c(c1)OCCO2	-5.9	0.9	-8.1	-7.8	2.9	8.0	-7.9	-3.7	0.9
COc1cc(C=O)ccc1Oc1nnnn1-c1ccc(C(N)=O)cc1	-9.1	0.0	-4.6	-16.6	-11.7	4.8	4.7	-2.0	1.1
O=S(=O)(c1ccc(F)c(F)c1)N1CCCc2ccccc21	-12.6	-1.1	-2.5	-13.7	-24.5	0.0	-8.0	-5.4	-0.3
CCOC(=O)C1CCN(S(=O)(=O)c2ccc3c4c(cccc24)C(=O)N3CC)CC1	-5.8	11.4	4.6	-13.6	-23.9	-13.7	-25.9	-0.6	5.2
CSc1ccccc1C(=O)NCc1ccccc1C	-23.3	1.7	-3.2	-3.9	-5.1	3.5	7.3	-6.4	1.4
CN1CCN(C(=O)c2ccccc2NC(=O)C(C)(C)C)CC1	-16.9	0.4	11.2	9.3	8.7	-2.2	0.0	-1.0	-0.1
O=C(Nc1cc(Cl)cc(Cl)c1)c1cccc(OC(F)F)c1	-9.2	3.5	23.1	26.7*	2.4	-15.1	8.7	-4.3	1.4
CCCCN1CC(COCc2ccccc2)Oc2cccc(Oc3ccc(C(C)C)cc3)c2S1(=O)=O (stereo not given)	nt	-0.3	-5.3	-8.4	nt	2.1	4.0	-2.1	-0.2
Nc1nc2c(s1)CCCCCCCCCC2	-0.4	0.2	-13.2	5.0	-24.7	20.1	-7.3	3.2	-0.3
Cc1ccc(Nc2c(F)c(F)c(F)c(F)c2C(=O)O)c(C)c1	-0.8	-0.6	2.7	12.1	-15.9	5.8	1.8	-5.1	-0.8
CC(C)(C)C(=O)[C@@H]1[C@@H]2C(=O)N(C3CCCCC3)C(=O)[C@@H]2[C@H]2c3ccccc3C=CN12	-3.0	-1.6	-3.4	3.6	-10.1	8.0	5.1	-5.0	0.5
Cc1cc(C)c(NS(=O)(=O)c2ccc(NC(=O)c3cccs3)cc2)c(C)c1	-18.9	14.5	5.5	4.5	-0.2	-2.4	11.6	3.0	3.2
CC1(C(=O)NS(=O)(=O)c2cccc(OC(F)F)c2)CCN1C(=O)CC1CCCC1 (stereo not given)	nt	0.3	3.9	2.1	nt	-2.1	-1.6	-1.1	0.2
CC1CCN(S(=O)(=O)c2ccccc2[N+](=O)[O-])CC1	-2.7	0.2	2.3	7.1	-11.1	-3.2	5.0	-10.7	0.1
Cc1ncccc1C(=O)N1CCCC(CNC(=O)c2ccc(-c3ccccc3)cc2)C1 (stereo not given)	1.5	1.1	8.6	13.0	-8.3	-2.8	2.8	-2.6	0.6
COc1ccc(CNS(=O)(=O)c2cc3c4c(c2)C(C)C(=O)N4CCC3)cc1 (stereo not given)	-3.4	1.8	14.6	-4.4	-18.3	0.5	2.5	-2.0	0.3
CC(=O)N1c2cc3ccccc3cc2N(C(C)=O)c2cc3ccccc3cc21	nt	0.0	-22.6	-20.9	nt	14.8	-1.4	3.4	0.3
C#CCNC(=O)C1=C[C@H](c2ccccc2)[C@@H](CCCO)[C@H](OCC)O1	-3.3	-0.4	1.1	-3.0	-4.1	4.7	-5.1	-3.0	0.0
Cc1ccc2c(c1)CCCN2C(=O)c1ccc2c(c1)OCO2	-5.0	-0.7	-1.4	-2.7	-11.2	-1.7	-13.3	-5.5	0.1
NC(COCc1ccccc1)c1csc(Nc2nncc3ccccc23)n1 (stereo not given)	nt	21.4	8.4	-3.3	nt	2.3	2.2	8.8	3.6
Clc1ccc(-n2ncc3c(N4CCCC4)ncnc32)cc1	-7.3	0.6	-4.9	-10.6	-10.3	3.1	-0.6	0.8	0.6
CCCN1C(=O)/C(=C/c2nc3ccccc3c(=O)[nH]2)c2ccccc21	-2.8	1.0	2.1	-3.9	-23.1	8.9	5.5	-6.2	0.6
COc1ccc(NC(=O)CN2C(=O)NC3(CCCCCC3)C2=O)cc1Cl	-0.5	0.7	1.3	-4.1	-14.7	2.7	-7.0	-2.7	0.0
Cc1ccc(-n2c(C)cc(C(=S)N3CCOCC3)c2C)cc1C	-7.2	1.1	0.1	-13.1	-9.1	1.7	8.2	-7.5	0.6
N#Cc1cccc(NC(=O)c2ccccc2C(=O)O)c1	-4.9	0.7	10.0	-3.0	-2.9	0.5	9.7	-2.8	0.7
CC(C)C(NC(=O)c1ccc(C(C)(C)C)cc1)C(=O)NCc1ccccn1 (stereo not given)	3.9	0.9	54.5*	-7.6	-30.1	-30.3	-8.0	-8.2	0.2
COc1cccc(NC(=O)Nc2ccncc2)c1	5.2	2.2	-1.6	-0.7	-1.0	5.4	-2.8	-2.4	1.4
COc1ccc(-c2cc3nc(C)c(CCC(=O)N4CCN(c5ccccn5)CC4)c(C)n3n2)c(OC)c1	-9.4	1.1	-5.6	3.5	-8.6	10.3	11.2	-7.1	-0.6
O=C1OC(Nc2ncccn2)c2ccccc21 (stereo not given)	-7.4	-0.3	3.0	-0.6	-3.9	-0.5	5.3	-5.5	0.2
O=C(Nc1ccc2oc(-c3ccc(Cl)c(Cl)c3)nc2c1)c1ncn[nH]1	-10.1	0.8	-0.7	-9.6	3.5	-2.8	-10.1	-2.8	1.0
COC(=O)c1ccc(C2C(C(=O)Nc3ccccc3C)=C(C)Nc3ncnn32)cc1 (stereo not given)	-10.6	0.8	-0.5	3.7	-12.4	0.7	8.2	-1.3	0.3
COc1cc(CNCCNC(=O)c2cccs2)cc(OC)c1OC	-5.9	0.2	-4.4	-7.2	-9.1	9.8	-2.0	-3.7	0.6
COc1c(Cl)cc(C(=O)Nc2cccnc2)cc1Cl	nt	5.1	-0.5	5.1	nt	-4.0	-6.2	2.5	1.3
CCOC(=O)c1sc2nc(C)nc(SCC(N)=O)c2c1C	-10.7	0.7	-10.4	-7.1	-5.1	11.0	-8.8	-5.8	0.3
CC1CC(C)CN(CCCNC(=O)CN2C(=O)CSc3ccc(S(=O)(=O)N4CCCCC4)cc32)C1 (stereo not given)	-6.5	-0.3	8.7	-17.3	-10.6	-6.5	15.4	-5.4	0.3
CCN(CC)C(CNC(=O)CSc1nnnn1-c1c(C)cccc1C)c1ccco1 (stereo not given)	nt	1.0	36.9*	-8.0	nt	-20.6	11.8	-6.0	0.6
COCCNCC(=O)Nc1nc(C)cs1	nt	0.5	-7.7	-1.1	nt	8.0	4.7	-3.1	0.6
Cc1c(NC(=O)CCN2C(=O)c3ccccc3C2=O)c(=O)n(-c2ccccc2)n1C	-9.1	0.3	-7.3	16.9	-7.9	3.6	10.6	-3.3	-0.5
Cc1ccc(C(=O)NCC(=O)OCC(=O)N(CC(C)C)c2c(N)n(Cc3ccccc3)c(=O)[nH]c2=O)cc1	-4.8	2.0	-9.1	22.2	-8.3	5.1	-22.6	-0.1	-0.2
Cc1ccc(NC(=S)NNC(C)(C)C)cc1	-15.6	-0.4	-5.2	-3.9	-10.9	2.4	4.4	-4.3	0.0
O=C(Oc1c(Cl)cc(Cl)c2cccnc12)c1ccco1	-5.2	1.2	7.9	3.0	33.6*	-3.9	22.0	-5.4	1.6
COc1ccc2c(c1)C(=O)C1NC(=O)NC(=O)C1(Br)N2 (stereo not given)	nt	0.5	-11.4	-4.5	nt	9.1	-1.1	-1.8	0.2
CCCC(=O)N(Cc1cccnc1)c1nc2c(OC)ccc(Cl)c2s1	2.4	0.7	-10.3	-3.3	-20.0	10.1	-2.6	-1.5	-0.4
CC(C)c1cc(C(=O)N2CCCC(Nc3ccc(F)cc3)C2)n[nH]1 (stereo not given)	-4.7	2.6	-13.5	-2.3	-4.0	13.6	0.9	0.1	0.9
Cc1cccc(C(O)c2ncc(-c3ccccc3Cl)[nH]2)c1C (stereo not given)	nt	2.5	-9.5	-15.4	nt	-3.4	0.9	-2.2	1.1
CCOC(=O)c1cn2nc(Oc3cccc(C(F)(F)F)c3)ccc2n1	-7.0	-1.8	-12.6	-7.0	-19.7	18.2	-10.9	0.2	0.2
Cc1ccc(S(=O)(=O)N2C[C@@H]3[C@H]4CC[C@H](C4)[C@@H]3[C@@H](C)[C@H]2c2ccco2)cc1	nt	-1.5	-8.7	-21.8	-6.8	0.6	0.9	-5.0	0.0
COc1cc(NC(=O)Cn2nc(C(F)(F)F)c(Br)c2C)cc([N+](=O)[O-])c1	-10.1	5.6	20.4	18.9	-7.6	-17.2	-5.6	-2.5	6.9
O=C(C/C(=N\NC(=O)c1ccccc1Br)C(F)(F)F)c1cccs1	-5.6	1.9	-2.0	-13.4	-11.7	1.2	-4.5	-5.2	4.3
O=C1N(Cc2cccc(Cl)c2)C[C@@H]2C[C@@H](c3c[nH]c4ccccc34)N3CCC[C@@]123	-10.0	2.9	-1.6	2.9	-15.1	0.1	8.4	-11.0	2.4
CN1OC[C@@H]2CN3C(=O)N(c4ccccc4)c4ccccc4[C@@H]3C[C@@H]21	nt	-0.5	-0.7	11.6	nt	7.4	-6.4	2.7	0.1
CCCC(=O)Nc1nnc(CCOC)s1	1.9	0.1	4.5	4.3	1.1	-0.1	-3.6	-3.4	-0.2
CCCC(=O)NC1C2CC3CC(C2)CC1C3 (stereo not given)	-0.2	0.8	-7.0	-15.6	-4.5	1.2	5.9	-6.8	0.5
CCC(=O)N(C)C[C@H]1Oc2cc(Br)ccc2S(=O)(=O)N([C@@H](C)CO)C[C@H]1C	nt	-1.0	-13.7	-3.9	nt	6.1	-6.6	-3.6	0.8
NC(=O)c1c(NC(=O)CSc2nnc(-c3ccco3)n2N)sc2c1CCCC2	-3.2	0.2	-10.4	-10.8	-12.4	5.8	-5.7	-4.8	1.1
O=C(Nc1ccc(C(=O)N2CCOCC2)cc1)c1cc(-c2cccnc2)nc2ccc(Cl)cc12	-2.8	17.2	-0.3	7.5	-9.7	1.3	-9.2	-1.7	3.3
